Screening data (PubChem)
tuberculosis growth – growth inhibition of non-replicating M. tuberculosis (AID 488890). Mycobacterium tuberculosis non-replicating, growth inhibition; higher % means a stronger effect. inhibition, % at 25 µM, or IC50 in µM where a hit was titrated. hit rate 0.39% among 320,000; in the data active = a potency from the dose series; inconclusive = inhibition mostly from about 82% at the one dose, without a potency; inactive = the rest, 99 in 100 with inhibition below about 76%;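 note: plate controls were DMSO cells for no effect and high antibiotic wells for full effect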
H1N1 NS1A inhibition – H1N1 influenza NS1A inhibitors, functional cell based assay (AID 504329); NS1A functional cell-based assay, percent inhibition; higher % means a stronger effect; one-dose inhibition, % at 12.5 µM; IC50 in µM for titrated hits; hit rate 0.3% among 340,000; in the data active = a potency from the dose series; inconclusive = inhibition above about 27% without an active follow-up result; note: strong numbers were not always called active
Salmonella PhoP GFP – PhoP regulon inhibitors, Salmonella typhi PhoP promoter GFP reporter, confirmatory (AID 1850); Salmonella Typhi PhoP-promoter GFP reporter, fluorescence, 4 h; higher % means a stronger effect; one-dose inhibition, % at 50 µM; IC50 in µM for titrated hits; hit rate 0.33% among 310,000; in the data active = a potency from the dose series; inconclusive = inhibition mostly from about 25% at the one dose, without a potency; inactive = the rest, 99 in 100 with inhibition below about 19%;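 note: 0% = induced wells with vehicle and 100% = uninduced wells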
VEEV TC-83 Vero – inhibitors of VEEV TC-83 cytopathic effect, confirmation, Vero cells (AID 588727). Vero cells, VEEV TC-83 cytopathic effect inhibition; higher % means a stronger effect. hit rate 0.13% among 350,000. inhibition, % at 20 µM, or IC50 in µM where a hit was titrated; in the data active = a potency from the dose series; inconclusive = inhibition mostly from about 14% at the one dose, without a potency; inactive = the rest, 99 in 100 with inhibition below about 12%; note: strong numbers were not always called active
M. tuberculosis HTS – M. tuberculosis growth inhibition, HTS (AID 449762); M. tuberculosis H37Rv growth inhibition, 7H9 media; higher % means a stronger effect; inhibition, % at 25 µM; hits with a dose series show IC50 in µM; hit rate 0.59% among 330,000; in the data active = a potency from the dose series; inconclusive = inhibition above about 70% without an active follow-up result;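 note: bacterial growth assessed after seven days of incubation; strong numbers were not always called active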
VEEV TC-83 Vero 10K pilot screen – also measured in VEEV TC-83 Vero; calls as there; inhibition, %; measured here: 10K pilot screen inhibition
* marks the source's active call; other numbers are inactive results; i = inactive; ? = inconclusive; / = no result given; & = joins results of further samples.

The opening six compounds, ahead of the listing:
SMILES	tuberculosis growth	H1N1 NS1A inhibition	Salmonella PhoP GFP	VEEV TC-83 Vero	M. tuberculosis HTS	others
O=C(N/N=C/c1cc(Cl)ccc1O)c1ccncc1	61%	5µM*	20µM*	0.5%	?
CCOc1ccccc1N(CC(=O)NCCSCc1ccco1)S(=O)(=O)c1ccccc1	3%	-4%	-3%	7.7%	0%
COc1ccc(-c2cc(C(=O)N3CCN(c4ccc(F)cc4)CC3)no2)cc1OC	-5%	8%	-1%	1.3%	7%
CC1CCc2sc(NC(=O)c3ccc(N4C(=O)CCC4=O)cc3)c(C(N)=O)c2C1 (stereo not given)	6%	0%	-9%	8.6%	-10%
Cc1ccc(C(O)CCc2ccc(N)cc2)cc1 (stereo not given)	30%	0%	-7%	0.5%	5%
CS(=O)(=O)N1CCN(C(=O)c2ccccc2)C1	6%	18%	-1%	1.2%	-3%	VEEV TC-83 Vero 10K pilot screen=0.3

This part in full, from the first entry:
SMILES	tuberculosis growth	H1N1 NS1A inhibition	Salmonella PhoP GFP	VEEV TC-83 Vero	M. tuberculosis HTS	others
O=C(N/N=C/c1cc(Cl)ccc1O)c1ccncc1	61%	5µM*	20µM*	0.5%	?
CCOc1ccccc1N(CC(=O)NCCSCc1ccco1)S(=O)(=O)c1ccccc1	3%	-4%	-3%	7.7%	0%
COc1ccc(-c2cc(C(=O)N3CCN(c4ccc(F)cc4)CC3)no2)cc1OC	-5%	8%	-1%	1.3%	7%
CC1CCc2sc(NC(=O)c3ccc(N4C(=O)CCC4=O)cc3)c(C(N)=O)c2C1 (stereo not given)	6%	0%	-9%	8.6%	-10%
Cc1ccc(C(O)CCc2ccc(N)cc2)cc1 (stereo not given)	30%	0%	-7%	0.5%	5%
CS(=O)(=O)N1CCN(C(=O)c2ccccc2)C1	6%	18%	-1%	1.2%	-3%	VEEV TC-83 Vero 10K pilot screen=0.3
CC(C)NS(=O)(=O)c1ccc(NC(=O)Cc2ccsc2)cc1	18%	-9%	7%	0.4%	6%
O=C(O)COc1ccccc1/C=N/n1c(C2CCCCC2)n[nH]c1=S	6%	0%	-2%	1.1%	6%
Cc1cc2ncn(CCOc3ccccc3)c2cc1C	51%	-17%	14%	i	60%
O=C(O)C1CCCCC1C(=O)Nc1ccc(-c2ccccc2)cc1 (stereo not given)	35%	2%	1%	i	?	VEEV TC-83 Vero 10K pilot screen=0.3
CCOC(=O)/C(C#N)=C/c1ccc(N2CCN(C)CC2)cc1	-4%	-8%	-7%	0.4%	8%
COc1cc(/C=C/C(=O)OCC(=O)NCCN2C(=O)CSC2=O)ccc1OCC#N	-7%	2%	/	2.1%	1%
O=C(CN1CCN(S(=O)(=O)c2ccc(Cl)c(Cl)c2)CC1)N1CCCCC1	3%	-3%	/	2.0%	-8%
CC(C)(C)C1CCc2c(sc(NC(=O)c3cccs3)c2C(N)=O)C1 (stereo not given)	-10%	5%	-13%	1.0%	0%
CC(C)(C)N1C(=O)c2ccccc2NC(=O)N1Cc1ccccc1	6%	-2%	-8%	1.4%	-6%
O=C(CCN1CCOCC1)Nc1c(-c2ccccc2)c2cc(Br)ccc2[nH]c1=O	-3%	3%	-13%&-7%	1.6%	6%
Cc1ccc(N2C(=O)c3ccccc3C(C)(C)C2=O)cc1	16%	-3%	-5%	1.1%	15%
CS(=O)(=O)n1nc(OC(=O)c2cccc3ccccc23)cc1N	-2%	27%	14%	2.6%	-4%
C/C(=N/NC(=O)c1cc2ccccc2cc1O)C1C(=O)c2ccccc2C1=O	1.2µM*	5%	-6%	0.9%	3%
O=C(COc1ccc(Cl)cc1)NCCNC(=O)c1ccccn1	-18%	9%	4%	1.3%	-5%
c1ccc2cc3[nH]c(CN4CCCCC4)nc3cc2c1	44%	-20%	4%	1.7%	-11%
COc1ccc(CCNc2oc(-c3ccccc3OC)nc2C#N)cc1	42%	-2%	-1%	10%	6%
O=C(Nc1nnc(C2CC2)o1)c1ccc(S(=O)(=O)N2CCc3ccccc3C2)cc1	?	-6%	-3%	0.9%	1%
ClCc1nc2ccccc2n1Cc1ccccc1	?	-7%	-74%	13%	64%
O=C(CCCC(=O)OCC(=O)c1ccc(F)cc1)Nc1cc(C(F)(F)F)ccc1Cl	23%	0%	6%	i	2%
CC(C)(C)c1ccc(S(=O)(=O)N2CCC(NC(=O)c3ccco3)CC2)cc1	1%	-3%	-21%	i	8%
COc1cc(C2Nc3ccccc3C(=O)N2c2ccccc2)c(Br)cc1OCC(=O)O (stereo not given)	18%	-5%	2%	i	0%
Cc1ccc(-n2c(SCC(=O)Nc3ccc4c5c(cccc35)CC4)nc(O)c(C)c2=O)cc1	43%	-6%	-3%	i	-12%
CCCCCCC(=O)N1CCN(c2cc3c(cc2F)c(=O)c(C(=O)O)cn3CC)CC1	?	20%	-12%	9.8%	42%
Cc1ccc(NC(=O)CN2C(=O)C3C4C=CC(C4)C3C2=O)cc1S(=O)(=O)N(C)C (stereo not given)	7%	0%	5%	0.2%	1%
CN(C)C(CNC(=O)c1cccc(S(=O)(=O)Nc2ccc(Br)cc2)c1)c1ccco1 (stereo not given)	0%	10%	9%	0.1%	-7%
CCOC(=O)N1CCN(c2c(N3CCN(c4cc(C)ccc4C)CC3)c(=O)c2=O)CC1	/	-8%	-11%	1.0%	-4%
CC1(OC(=O)CCc2ccccc2)C(=O)C=C2C=C(c3ccsc3)OC=C2C1=O (stereo not given)	9%	/	7%	/	2%
CN1CCCN(c2ccc([N+](=O)[O-])cc2)CC1	8%	-2%	-2%	1.4%	-3%
CC(C)OC(=O)CCC(=O)Nc1ccc(F)cc1	-4%	-7%	7%	i	-4%
CCOC(=O)[C@H]1[C@H]2COc3ccc(OC)cc3[C@@H]2N2C(=O)c3ccc(Cl)cc3NC(=O)[C@@]12C	27%	8%	-11%	0.7%	4%
CC(NC(=O)CCl)c1ccccc1Br (stereo not given)	75%	-10%	7%	?	?
C#Cc1ccc([C@@H]2C=C(C(=O)NCc3nc4ccccc4[nH]3)O[C@H](OCC)[C@H]2CCCO)cc1	15%	-16%	-8%	8.4%	0%
COc1ccc(C2C(C(=O)Nc3cc(C)on3)c3ccccc3C(=O)N2C)cc1 (stereo not given)	12%	7%	-8%	0.5%	14%
C=C(C)CN(CC)CCC(=O)Nc1ccc(OC)cc1OC	12%	2%	3%	i	-1%
CCN(C1CCCCC1)S(=O)(=O)c1ccc(S(=O)(=O)NCc2ccncc2)cc1	33%	-1%	6%	i	-2%
COc1cc(Br)c(CCNC(=O)c2ccco2)cc1OC	30%	4%	-2%	1.3%	68%
Nc1ccc(-c2cnc(N)c(C(=O)c3cccnc3)n2)cn1	/	-1%	/	7.9%	/
Cc1cc(C)c2oc(C(=O)N(Cc3ccccc3)C3CCS(=O)(=O)C3)cc(=O)c2c1 (stereo not given)	4%	-2%	1%	4.1%	-5%
COc1ccc(-n2nc3c(c2NC(=O)CCl)CSC3)cc1	?	-1%	10%	?	4.8µM*
COc1ccc(NC(=O)CCNS(=O)(=O)c2ccc3c(c2)c(=O)n(C)c(=O)n3C)cc1OC	0%	3%	0%	1.1%	-4%
O=C(Nc1cccc2ccccc12)OCc1cncs1	64%	-5%	10%	1.0%	5%
CCN1CCCCC(=N/O)/C(=N/O)CCCC1	-11%	-11%	-3%	1.1%	-1%
COc1cc(/C=C2\CCc3ccccc3C2=O)cc(OC)c1OC	37%	0%	-5%	4.3%	0%
CCCCN1CC[C@H]2C=CC[C@@H](C(=O)Nc3ccc(Cl)c(C(F)(F)F)c3)[C@H]2C1=O	13%	16%	-6%	3.2%	4%
C/C(CCc1ccco1)=N/NC(=O)CCC(=O)Nc1ccc(Br)cc1	23%	6%	0%	0.5%	7%
CCOC(=O)NC(=O)/C(C#N)=C\Nc1sccc1C(=O)OC	11%	3%	-12%	0.3%	-1%	VEEV TC-83 Vero 10K pilot screen=1.1
CCOC(=O)C(CCSC)NC(=O)CN (stereo not given)	-2%	-6%	-4%	0.5%	-5%
O=C(OCC(=O)N1CCCc2ccccc21)c1cncc(Br)c1	?	2%	4%	0.7%	-5%
C=CCc1c(C)nc(N)[nH]c1=O	-12%	-2%	2%	0.0%	-6%
O=C(O)CCC(=O)NNC(=O)COc1ccc2ccccc2c1Br	-2%	/	-7%	i	-2%
O=C(N/C=C/c1ccc(Cl)cc1)NCc1ccc(Cl)cc1	21%	-6%	2%	4.9%	-4%
COc1cccc(CNC(=O)C(=O)N2CCC3(CC2)OCCN3S(=O)(=O)c2ccc(C)cc2)c1	-9%	-10%	10%	3.0%	-3%
CCCCSc1nc2sc3c(c2c(=O)[nH]1)CCC3	-7%	3%	-2%	1.2%	-2%
Cc1ccc(C2=NS(=O)(=O)N(C)C(C(=O)NCc3ccccn3)=C2)cc1	10%	-1%	-3%	0.4%	1%

Structures shown so far with a CF3 group, in the order listed:
SMILES	tuberculosis growth	H1N1 NS1A inhibition	Salmonella PhoP GFP	VEEV TC-83 Vero	M. tuberculosis HTS	others
O=C(CCCC(=O)OCC(=O)c1ccc(F)cc1)Nc1cc(C(F)(F)F)ccc1Cl	23%	0%	6%	i	2%
CCCCN1CC[C@H]2C=CC[C@@H](C(=O)Nc3ccc(Cl)c(C(F)(F)F)c3)[C@H]2C1=O	13%	16%	-6%	3.2%	4%

The listing continues.
SMILES	tuberculosis growth	H1N1 NS1A inhibition	Salmonella PhoP GFP	VEEV TC-83 Vero	M. tuberculosis HTS	others
Cn1c(C(=O)OC(C(=O)NCc2ccco2)c2ccncc2)cc2sccc21 (stereo not given)	-3%	-5%	-2%	6.5%	-1%	VEEV TC-83 Vero 10K pilot screen=0.0
COc1cc(CN2CCCC(C(=O)c3sccc3C)C2)cc(OC)c1O (stereo not given)	3%	-1%	5%	0.8%	-5%
CCCn1c(=N)c(C(=O)NC2CCCC2)cc2c(=O)n3cccc(C)c3nc21	8%	6%	15%	0.1%	4%
O=C(CN1C(=O)NC(c2ccccc2)(c2ccccc2)C1=O)c1c[nH]c2ccccc12	12%	/	7%	/	43%
O=[N+]([O-])c1ccc(NS(=O)(=O)c2cccc3cccnc23)cc1	38%	-2%	-11%	1.8%	6%
Cc1cc(C)cc(Oc2cc(NC(=O)c3cn(C)nc3C)cc([N+](=O)[O-])c2)c1	1%	8%	-9%	i	-1%
Cc1ccc(-c2n[nH]c(=S)n2/N=C/C=C\c2ccccc2[N+](=O)[O-])cc1	18%	6%	18%	9.1%	-2%
CCOC(=O)C1=NN(C(C)=O)C2(CC(=O)N(c3cccc(C)c3)C2=O)C1 (stereo not given)	7%	5%	-2%	0.0%	-1%
COc1cccc(Cn2nnc(C(=O)NCc3ccc(F)cc3)c2N)c1	-18%	-6%	5%	0.8%	-5%
CCOC(=O)c1cc2cc(OC)ccc2[nH]1	15%	-3%	0%	1.6%	1%
COc1cc([N+](=O)[O-])ccc1NC(=O)CSc1ccccn1	24%	3%	-5%	i	-6%
Cc1nn(C2CCS(=O)(=O)C2)c(Cl)c1/C=C/C(=O)OCC(=O)Nc1ccccc1OC(F)F (stereo not given)	24%	-13%	-5%	10%	3%
Cc1ccc(C(=O)O)cc1NC(=O)C1=CSCCO1	-11%	7%	1%	i	-9%
Cc1ccc(C(=O)NCc2ccco2)cc1S(=O)(=O)Nc1cccc(C)c1C	10%	2%	0%	i	3%
CCOc1ccccc1N(C(=O)c1ccco1)C(C(=O)NC1CCCC1)c1cccs1 (stereo not given)	53%	-7%	-6%	2.4%	27%
COc1cccc(C(=O)N2CCC(C(=O)NCc3ccc(C)cc3)CC2)c1	-3%	-15%	-17%	i	0%
CCn1c(-c2cc(-c3ccccc3OC)nc3ccccc23)n[nH]c1=S	-35%	2%	6%	9.3%	-5%
CCN(CCNCC(O)COCc1ccc(Cl)cc1)c1cccc(C)c1 (stereo not given)	?	14%	-1%	1.0%	57%
CCCC(=O)Nc1ccc2c(c1)nc1n2CCSC1	-5%	7%	-2%	0.9%	-8%
Cc1c(C(=O)N2CCOCC2)cc(C(C)(C)C)n1-c1ccccc1	-11%	9%	0%	0.5%	-4%
CC(=O)OC1CC(OC2C(O)CC(OC3C(O)CC(OC4CCC5(C)C(CCC6C5CCC5(C)C(C7=CC(=O)OC7)C(O)CC65O)C4)OC3C)OC2C)OC(C)C1OC1OC(CO)C(O)C(O)C1O (stereo not given)	/	8%	/	<0.05µM*	/
CCOC(=O)N1CCN(Cc2ccc3c(c2)OCO3)CC1	-2%	-4%	-5%	0.3%	-1%
COc1ccc(/C=N/NC(=O)CN(c2ccc(OC)cc2)S(=O)(=O)c2ccccc2)cc1	7%	1%	-3%	1.3%	0%
Cc1ccc(NS(=O)(=O)c2csc(C(N)=O)c2)c(C)c1	3%	1%	3%	0.6%	2%
